Bioassay records as filed in PubChem BioAssay.
Integrin act MD = integrin-mediated muscular dystrophy alleviation activation; Potency, µM (series often up to 38.3 µM), without a hit: top-dose activation, most hits filed as activators; actives 0.064% (n = 350,000); AID 624291; alpha7betagal myoblasts, beta-gal FDG fluorescence, 48 h;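 also: potency is read from the fitted curve at half-maximal effect; 100% = response of the positive control SU9516; nearly all actives have a fitted effect of over 60% in size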
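alpha7betagal+/- myoblasts (passage 13, 250/well) treated 48 h at 37C with compounds at 1:260 dilution of DMSO stock. Lysed, then beta-galactosidase activity read as FDG fluorescence (ex 480/em 540) after 30 min, with pre-read for autofluorescence.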
GALK inhibitor = galactokinase (human) inhibition. P51570. Purified GALK, Kinase-Glo residual ATP luminescence. Potency, µM (top dose mostly 57.5 µM), inactives show top-dose activity change, negative = inhibition, most hits filed as inhibitors. actives 0.007% (n = 270,000). AID 1868; also: potency is read from the fitted curve at half-maximal effect; % is scaled to controls: 0 for no effect and ±100 for the full control effect
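Human GALK (5 nM) with 35 uM ATP and 100 uM galactose in 20 mM HEPES pH 8.0, 5 mM MgCl2, 60 mM NaCl, 1 mM DTT, 0.01% BSA. After 1 h at room temperature, leftover ATP was read by Kinase-Glo Plus luminescence.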
FBPA coupling cs = coupling enzyme interference in Giardia aldolase counter-screen. coupling enzyme system counterscreen, AmpLite Red fluorescence. activity change, negative = inhibition, % at 58.2 µM, hits read low. actives 0.67% (n = 290,000). AID 2472; in the data active = activity change below about -30%; also: % is scaled to controls: 0 for no effect and ±100 for the full control effect
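Fluorescence at 525 nm excitation and 598 nm emission measured inhibition of the coupled detection system without aldolase. Compounds (at 57.5 uM final) were preincubated 10 min at room temperature with coupling enzyme reagent before a 20 min substrate/AmpLite Red step.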
MLL CXXC-DNA inh = blocks binding of human MLL CXXC domain to DNA. Q03164. MLL-CXXC / FITC-HOXA9 DNA fluorescence polarization. Potency, µM (top dose mostly 115 µM), without a hit: top-dose activity change, negative = inhibition, usual class: inhibitors. actives 0.037% (n = 290,000). AID 2662; active = well fitted inhibition curve with a large enough effect in the polarisation, with a control signal flat, not every such curve was filed as active; inconclusive = small, poorly fitted or top-dose-only effect, or effect the other way, or a change in a side signal; inactive = no such curve, though single readings can be large or run the other way; the % refers to the polarisation; also: potency is read from the fitted curve at half-maximal effect
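Steps: dispense CXXC domain solution (7 uM) → pin compounds or unlabeled HOX-A9 DNA control → 5 min ambient → add FLSN-HOX-A9 solution (50 nM) → spin → 30 min ambient → fluorescence polarization. Tris pH 7.5/NaCl/DTT/BSA buffer.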
TRPV1 agonist = activates the human vanilloid receptor TRPV1; Q8NER1; TRPV1-expressing cells, Fluo-8 calcium influx, agonist mode; activation, % at 8.33 µM; actives 0.19% (n = 320,000); AID 540275; in the data active = activation above about 80%; inconclusive = between about 30% and that limit; also: 0% is about no effect
Target sequence (Q8NER1 whole entry, looked up): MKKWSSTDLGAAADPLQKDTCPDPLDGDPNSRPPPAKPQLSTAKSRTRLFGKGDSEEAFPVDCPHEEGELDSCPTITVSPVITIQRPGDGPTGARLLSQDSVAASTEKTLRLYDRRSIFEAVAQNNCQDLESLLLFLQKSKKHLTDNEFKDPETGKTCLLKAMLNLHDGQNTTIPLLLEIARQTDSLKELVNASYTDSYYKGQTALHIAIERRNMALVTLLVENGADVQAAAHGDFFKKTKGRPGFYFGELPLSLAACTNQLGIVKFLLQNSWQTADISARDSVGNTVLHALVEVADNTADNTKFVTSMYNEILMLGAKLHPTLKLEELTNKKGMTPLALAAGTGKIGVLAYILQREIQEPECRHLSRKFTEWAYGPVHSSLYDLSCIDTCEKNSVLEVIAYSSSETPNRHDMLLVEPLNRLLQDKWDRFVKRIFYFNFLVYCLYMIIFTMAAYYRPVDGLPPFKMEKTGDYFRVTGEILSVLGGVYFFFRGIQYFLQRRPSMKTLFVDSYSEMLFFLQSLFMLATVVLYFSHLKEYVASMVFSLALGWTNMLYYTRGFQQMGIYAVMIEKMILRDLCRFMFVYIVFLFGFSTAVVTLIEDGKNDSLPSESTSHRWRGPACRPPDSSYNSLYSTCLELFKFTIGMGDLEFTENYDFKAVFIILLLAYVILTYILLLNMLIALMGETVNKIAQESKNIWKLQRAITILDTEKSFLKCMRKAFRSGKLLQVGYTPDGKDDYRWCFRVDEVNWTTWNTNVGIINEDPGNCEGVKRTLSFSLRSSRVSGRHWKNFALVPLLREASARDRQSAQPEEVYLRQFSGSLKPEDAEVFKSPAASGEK
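TRPV1-expressing cells were cultured overnight at 35.5C and loaded with Fluo-8 calcium dye for 40 to 90 min at room temperature. After a 10 s baseline, compound was added and calcium influx was read kinetically for 3 min (ex 480/em 520 nm).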
S-ASM inh = human S-ASM enzyme inhibition; P17405; Potency, µM (series often up to 57.5 µM), for inactives: at the highest dose activity change, negative = inhibition, hits mostly inhibitors; actives 0.006% (n = 340,000); placental ASM, HMU-PC fluorogenic substrate, 60 min; also: potency is read from the fitted curve at half-maximal effect
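HMU-PC0 cleavage (9 uM final) by human placental ASM, 60 min at 37 °C following 10 min compound exposure at RT; stopped at pH 10, fluorescence Ex 386/Em 447 nm.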
hERG WT inh = inhibitors of human wildtype KCNH2 potassium channel | Q12809 | U2OS, BacMam KCNH2, thallium flux FluxOr; stronger effect = lower value | activity change, % at 1.84 µM | actives 0.37% (n = 340,000);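 active = maximum activity change below -70%; inconclusive = maximum activity change between -70% and -50%; inactive = maximum activity change above -50%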; also: % is scaled to controls: 0 for no effect and ±100 for the full control effect
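U2OS cells were transduced with wild-type KCNH2 virus (2.03 x 10^8 / mL) for 4 h at room temperature, then cultured overnight at 37 C. Thallium flux was read with FluxOr dye. Rate constants were normalized to DMSO controls.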
AT treatment = candidate therapy for ataxia-telangiectasia; Potency, µM (doses to about 57.5 µM), inactives show at the top dose activation, hits mostly activators; actives 0.19% (n = 320,000); […] A-T fibroblasts, KAP-1 phosphorylation AlphaLISA; neocarzinostatin DNA damage 30 min before lysis; AID 485349; also: potency is read from the fitted curve at half-maximal effect; % of control where 0% means no effect; nearly all actives have a fitted effect of over 45% in size
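ATM-like activity read as KAP-1 phosphorylation via AlphaLISA donor/acceptor antibody pairs after lysis and 6 hr at 25C. Cells were ATM-null patient fibroblasts ([…], hTERT), dosed 60 min, then exposed to the DSB inducer NCS for 30 min.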
KCNH2 3.1 block = inhibitors of human KCNH2 3.1 potassium channel isoform. U2OS KCNH2 3.1, thallium flux FluxOr; stronger effect = lower value. activity change, % (tested at about 1.8 µM). actives 0.95% (n = 340,000). AID 720553;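 active = maximum activity change below -70%; inconclusive = maximum activity change from -70% to -50%; inactive = maximum activity change above -50%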;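 also: thallium influx rate constant from kinetic fluorescence after stimulation buffer; % is scaled to controls: 0 for no effect and ±100 for the full control effect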
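Measured as rate of thallium-driven FluxOr signal in transduced U2OS cells carrying the 3.1 channel, read kinetically for 2 min upon stimulation; values are rate constants scaled to DMSO control wells.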
MBNL1 CUG block = blocks human MBNL1 binding to CUG repeat RNA; Q9NR56; TR-FRET MBNL1-His/biotin-(CUG)12 binding, 665/545 ratio; Potency, µM (titrated, usually from 57.5 µM), for the others: at the highest dose activity change, negative = inhibition, most hits filed as inhibitors; actives 0.036% (n = 280,000); active = well fitted inhibition curve with a large enough effect in the signal ratio, with a control signal flat, not every such curve was filed as active; inconclusive = small, poorly fitted or top-dose-only effect, or effect the other way, or a change in a side signal; inactive = no such curve, though single readings can be large or run the other way; the % refers to the signal ratio; also: potency is read from the fitted curve at half-maximal effect; % is scaled to controls: 0 for no effect and ±100 for the full control effect
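His-tagged MBNL1 binding to biotinylated (CUG)12 RNA was measured by TR-FRET using terbium anti-His antibody (0.055 ng/ul final) and streptavidin-XL665 (5 nM final). Compounds were titrated 92 nM to 58 uM; 60 min at room temperature.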
Numbers without * were called inactive; ? = inconclusive; . = no result given; [ ] = dose if it differs, or a comment. Unless noted, calls follow the shape of the dose curve; as a rule, active = well fitted curve in the direction sought with a large enough effect; inconclusive = small, poorly fitted or top-dose-only effect, or another doubt; inactive = no such curve, though single readings can be large; an effect the other way counts as inactive or inconclusive.

SMILES	Integrin act MD	GALK inhibitor	FBPA coupling cs	MLL CXXC-DNA inh	TRPV1 agonist	S-ASM inh	hERG WT inh	AT treatment	KCNH2 3.1 block	MBNL1 CUG block
CC1(NC(=O)c2cccc(S(=O)(=O)N3CCN(c4ccc(F)cc4)CC3)c2)CCS(=O)(=O)C1 (stereo not given)	-16%	.	.	.	5	-3%	-16	17%	-10	.
CC(C)CCn1c(Sc2nc3ccccc3o2)nc2c1c(=O)[nH]c(=O)n2C	-49%[inhibitor]	.	-5	145%[activator]	10	-2%	-3	-7%	3	2%
CCN(CC)S(=O)(=O)c1cc(C(=O)Nc2ccc(Cl)cn2)ccc1C	-8%	-5%	-3	19%	3	-2%	-7	3%	-9	-1%
CN(CC(=O)N1CCN(c2ccccn2)CC1)S(=O)(=O)c1ccccc1	0%	2%	7	0%	-3	1%	2	-1%	2	-3%
O=C(NC1CCCCC1)C1CCN(c2nccs2)CC1	-18%	-3%	2	2%	2	5%	2	-2%	0	4%
O=C(Nc1cccc2ncccc12)C12CC3CC(CC(C3)C1)C2	-16%	1%	2	2%	9	0%	-4	.	-7	15%
Cc1ccc(NC(=O)NCCCN2CCCC2=O)c(C)c1	0%	0%	.	17%	-1	3%	-12	2%	?	-2%
N#CC(=C1CCCC1)c1nc(-c2ccccc2O)cs1	23%	7%	0	0%	1	-4%	-2	2%	-5	24%
Cc1ccccc1C(=O)NCc1ccncc1	-3%	1%	-3	-1%	-1	0%	-6	0%	-3	6%
CN1C(=O)N(C)C2C1N(CN1CCCCC1)C(=O)N2CN1CCCCC1 (stereo not given)	11%	-4%	1	-4%	-1	1%	5	-4%	-10	-14%
CCn1c(=O)c2ccccc2n2c(SCC(=O)N3CCCc4ccccc43)nnc12	-22%	0%	1	1%	-2	-1%	12	3%	-10	-5%
COc1ccc(NS(=O)(=O)c2ccc(Cl)s2)cn1	11%	7%	1	?	0	4%	4	5%	4	-1%
O=C(CSc1ccc2ccccc2n1)N/N=C/c1ccc(O)cc1	12%	1%	-4	-12%	5	0%	-5	-9%	21	12%
Cc1ccc(C)n1-c1c(C(=O)NN)cnn1-c1ccccc1	6%	6%	2	-4%	?	-2%	-2	3%	-28	4%
O=[N+]([O-])c1ccc(N2CCN(Cc3ccncc3)CC2)cc1	2%	-2%	-2	-17%	9	-4%	-3	-1%	-17	?
CCCc1nnc(SCC(=O)N2CCCC(C)C2)n1CCCOC (stereo not given)	-16%	7%	3	1%	4	-2%	0	15%	-13	-16%
O=C(NC1CCCC1)C1CCN(C(=O)NCc2ccccc2)CC1	-6%	0%	0	-1%	-2	0%	-1	5%	3	-3%
O=C1C(=O)N(CCCN2CCOCC2)C(c2ccc(Cl)cc2)/C1=C(/O)c1ccc(F)cc1 (stereo not given)	-1%	7%	-10	-19%	2	2%	-5	-14%	-12	9%
CCCCC(C)n1[nH]c(=O)c2c(C)cc(C)nc21 (stereo not given)	11%	4%	-2	-3%	2	1%	4	1%	10	-3%
CC(C(=O)NC1CCCC1)N1CCN(S(=O)(=O)c2ccc(C(C)(C)C)cc2)CC1 (stereo not given)	38%	.	.	.	3	-2%	1	1%	1	.

Part of the list above, with values under each structure:
Order of values – Integrin act MD, GALK inhibitor, FBPA coupling cs, MLL CXXC-DNA inh, TRPV1 agonist, S-ASM inh, hERG WT inh, AT treatment, KCNH2 3.1 block, MBNL1 CUG block
- CN1C(=O)N(C)C2C1N(CN1CCCCC1)C(=O)N2CN1CCCCC1 (stereo not given)
→ 11%, -4%, 1, -4%, -1, 1%, 5, -4%, -10, -14%
- CCn1c(=O)c2ccccc2n2c(SCC(=O)N3CCCc4ccccc43)nnc12
→ -22%, 0%, 1, 1%, -2, -1%, 12, 3%, -10, -5%
- COc1ccc(NS(=O)(=O)c2ccc(Cl)s2)cn1
→ 11%, 7%, 1, ?, 0, 4%, 4, 5%, 4, -1%
- O=C(CSc1ccc2ccccc2n1)N/N=C/c1ccc(O)cc1
→ 12%, 1%, -4, -12%, 5, 0%, -5, -9%, 21, 12%
- Cc1ccc(C)n1-c1c(C(=O)NN)cnn1-c1ccccc1
→ 6%, 6%, 2, -4%, ?, -2%, -2, 3%, -28, 4%
- O=[N+]([O-])c1ccc(N2CCN(Cc3ccncc3)CC2)cc1
→ 2%, -2%, -2, -17%, 9, -4%, -3, -1%, -17, ?
- CCCc1nnc(SCC(=O)N2CCCC(C)C2)n1CCCOC (stereo not given)
→ -16%, 7%, 3, 1%, 4, -2%, 0, 15%, -13, -16%
- O=C(NC1CCCC1)C1CCN(C(=O)NCc2ccccc2)CC1
→ -6%, 0%, 0, -1%, -2, 0%, -1, 5%, 3, -3%

Next records:
SMILES	Integrin act MD	GALK inhibitor	FBPA coupling cs	MLL CXXC-DNA inh	TRPV1 agonist	S-ASM inh	hERG WT inh	AT treatment	KCNH2 3.1 block	MBNL1 CUG block
Cc1ccoc1C(=O)NCCNC(=O)c1occc1C	4%	.	.	.	2	1%	4	-4%	-2	.
N#Cc1ccccc1COC(=O)CCC(=O)c1cccs1	-10%	.	.	.	4	5%	-14	-1%	8	.
O=C(c1ccco1)[C@@H]1[C@@H]2C(=O)N(c3ccccc3)C(=O)[C@@H]2C2c3ccccc3C=CN21 (stereo not given in full)	-20%	-1%	-47*	-24%	0	6%	4	0%	4	?
COc1cc(-c2nnc(SCC3(c4ccc(Br)cc4)OCCO3)o2)cc(OC)c1OC	-9%	0%	2	-4%	6	-2%	-4	4%	-30	-4%
O=C(COC(=O)C1CCC1)NCc1ccc(Cl)cc1Cl	25%	.	.	.	3	-2%	-8	2%	8	.
Cc1cccc(NCN2C(=O)c3ccncc3C2=O)n1	12%	0%	1	8%	-1	6%	-2	-1%	-2	7%
O=S(=O)(c1cc(Cl)ccc1Cl)N1CCN2CCCC2C1 (stereo not given)	-1%	-7%	2	2%	-6	2%	22	1%	3	-1%
CS(=O)(=O)N(CC(=O)NC1CCCCCC1)Cc1ccc(Cl)cc1	13%	0%	5	7%	3	1%	0	2%	8	1%
COc1ccccc1NC(=O)CC1C(=O)Nc2c1c(=O)n(C)c(=O)n2C (stereo not given)	-4%	-1%	3	2%	-4	0%	-7	6%	-41	-8%
COc1ccc(CCNC(=O)CSCC(=O)Nc2ccccc2)cc1OC	-9%	-2%	1	-15%	1	10%	15	-9%	-3	-11%
CCOC(=O)C[C@H]1c2cc(F)ccc2S(=O)(=O)N1c1ccccc1	6%	.	.	.	.	-2%	-7	.	-12	.
Cc1cccc(S(=O)(=O)NCCC(=O)OC(C)C(=O)NC(=O)NC2CCCCC2)c1 (stereo not given)	0%	0%	0	-8%	2	-3%	1	-2%	2	-4%
COCC(=O)N(C)c1nnc(-c2ccccn2)s1	-11%	-4%	3	-1%	-5	-1%	4	.	10	-5%
NS(=O)(=O)c1cccc(NC(=O)CN2CCN(Cc3ccc4c(c3)OCO4)CC2)c1	-13%	-1%	3	5%	0	4%	3	6%	-31	.
Cc1ccc(F)c(NC=C2C(=O)OC(C)(C)OC2=O)c1	5%	7%	5	-6%	0	-3%	0	1%	4	2%
COc1ccc(Cl)cc1NC(=S)NNC(=O)C1(C)CC1(Cl)Cl (stereo not given)	20%	0%	6	-6%	3	0%	-6	6%[11.5 µM]	-11	-4%
O=C1CN2C(=Nc3ccc(Cl)cc3C2c2ccccc2)CN1 (stereo not given)	-39%	3%	2	8%	6	0%	-7	-1%	0	4%
Cc1cc(C)cc(OCC(=O)NCC2CCCO2)c1 (stereo not given)	22%	-1%	2	18%	11	6%	8	-2%	0	-5%
COCC1CCN(C(=O)c2cc(COc3ccc(-n4cncn4)cc3)on2)CC1	3%	-1%	0	1%	4	-1%	2	2%	-33	-9%
CC(C)Cc1nnc(NC(=O)CSc2ncn[nH]2)s1	-7%	1%	0	1%	0	-1%	-3	.	-4	-2%
CC1CCCN(C(=S)Nc2ccc3nc4n(c(=O)c3c2)CCCCC4)C1 (stereo not given)	3%	-2%	1	21%	10	4%	2	-1%	-9	-3%
Cc1cccc(NC(=S)NCCN2CCOCC2)c1	-4%	.	1	12%	-1	9%	2	4%	3	?
